HIV RNase H inh = blocks HIV-1 RNase H cleavage of RNA/DNA duplex; P04585; RT-RNase H RNA/DNA duplex cleavage, fluorescence; inhibition, % at 10 µM; 65,000 tested, 1.9% active; in the data active = inhibition above about 50%
RmlCD inh mix = inhibitors of RmlC and RmlD coupled enzymes. 110,000 tested, 0.39% active. RmlC/RmlD coupled enzyme inhibition, 384-well mixture HTS. inhibition, % at 5.5 µM. AID 1532; in the data active = inhibition above about 30%, passing the limit was not always enough; note: strong numbers were not always called active
* hit, by the source's call; i = inactive; . = not tested or not shown.

SMILES	HIV RNase H inh	RmlCD inh mix
Cc1csc(NC(=O)C2CCCN(S(=O)(=O)c3ccc4c(c3)oc(=O)n4C)C2)n1 (stereo unspecified)	.	2
CC(C)OC(=O)c1sc2nc(-c3ccccc3)ccc2c1N	.	-19
Cn1cc(S(=O)(=O)N2CCN(C(=O)c3ccco3)CC2)c(=O)n(C)c1=O	0	-7
CC(=O)n1cc([C@H]2C=C(C(=O)N3CCN(Cc4ccccc4)CC3)O[C@@H](OCc3ccc(CO)cc3)C2)c2ccccc21	.	-8
CC(C)(C)Nc1c(N)c(=O)oc2ccccc12	-11	-9
Cc1cc(OCC(=O)Nc2cc(C)nn2-c2ccccn2)c2c3c(c(=O)oc2c1)CCC3	1	.
O=C(OC1CCOC1=O)c1cc(-c2ccccc2)nc2ccccc12 (stereo unspecified)	.	12
Cc1nn(Cc2c(F)c(F)c(F)c(F)c2F)c(C)c1NC(=O)c1cccc(COc2ccccc2Cl)c1	.	-2
O=C(N1CCOCC1)N1CCC(c2nc(-c3ccc(S(=O)(=O)N4CCOCC4)cc3)no2)CC1	.	2
Cc1ccc(C(=O)Nc2ncc(Cc3ccc(F)cc3)s2)o1	-5	.
Cc1n[nH]c(C)c1S(=O)(=O)N1CCN(c2ccccn2)CC1	-4	-12
O=C(N/N=C/c1ccc(OCC(=O)N2CCCCC2)cc1)c1ccccc1	.	-21
COc1ccc2[nH]cc(CCNC(C)=O)c2c1	.	11
C#CCOCCOCCOCCNc1nc(N2CCN(C(=O)C([C@@H](C)CC)n3cc(C(N)CC(C)C)nn3)CC2)nc(N2CCN(C(=O)[C@H](CCC(=O)O)n3cc(C(N)[C@H](C)CC)nn3)CC2)n1 (stereo partly specified)	.	-25
N#CC1=C(N)C(C#N)(C#N)C(c2ccc[nH]2)C2CCCC=C12 (stereo unspecified)	6	11
COC(=O)c1c(NC(=O)c2nc3ccccc3s2)sc2c1CCN(C(C)=O)C2	-74	-6
NC(=O)c1ccccc1N/C=C/C(=O)c1ccco1	0	7
NC(=O)C[C@@H]1NC(=O)CNC(=O)c2cc([N+](=O)[O-])cc(I)c2NCCC(C(N)=O)NC1=O (stereo partly specified)	.	-3
Cc1ccc(N(O)C(=O)OCCNC(=O)Nc2ccccc2)cc1	-5	-1
O=C(c1ccco1)N1CCN(c2ccc(Cl)cc2)CC1	-5	11
CCCCCCc1nnc(NC(=O)OCC)s1	-16	8
COc1cc(C(C(=O)NC(C)(C)C)N(C(=O)CNC(=O)c2cccs2)c2ccccc2)cc(OC)c1OC (stereo unspecified)	.	-2
COc1ccc(NCCNc2ccc(OC)cc2)cc1	-7	12
CC(=O)Nc1ccccc1C(=O)C(=O)Nc1ccc(F)cc1	.	-3
CCn1c(SCC(=O)Nc2nc(C)cs2)nnc1-c1ccco1	-9	48
O=C(c1ccccc1)c1ccncc1	-11	2
Cc1c(Cl)cccc1NC(=O)CCN1CCCC(C)C1 (stereo unspecified)	8	-15
O=c1[nH]c2ccc(S(=O)(=O)N3CCN(c4ccccc4F)CC3)cc2s1	3	-2
CC(=O)Nn1cnc2c(c1=O)C1(CCCCC1)Cc1ccccc1-2	.	-5
Cc1ccc(-n2nnnc2SCC(=O)Nc2sc(C)c(C)c2C#N)cc1C	.	7

Taken from above.
For RmlCD inh mix, CC(=O)Nc1ccccc1C(=O)C(=O)Nc1ccc(F)cc1 is entered as -3
For HIV RNase H inh, O=C(c1ccccc1)c1ccncc1 is entered as -11

Continued.
SMILES	HIV RNase H inh	RmlCD inh mix
CN1C(=O)C(=Cc2ccccc2Oc2ccc(Cl)c(F)c2)C(=O)N(C)C1=O	.	4
CCOc1ccc(N2Cc3ncccc3C2=O)cc1	9	-8
COc1cc2cc(C(c3nnnn3C(C)(C)C)N3CCc4ccccc4C3)c(=O)[nH]c2cc1OC (stereo unspecified)	-1	-8
O=C(CSc1ccc2nnc(-c3ccccn3)n2n1)N1CCN(c2ccccc2)CC1	-19	8
Cn1cccc1C(=O)NC(=O)COC(=O)Cc1coc2ccc3ccccc3c12	28	-5
CCOc1cccc(N2C(=O)CC(NCc3ccc(S(N)(=O)=O)cc3)C2=O)c1 (stereo unspecified)	8	-9
COc1cc(S(=O)(=O)N2CCOCC2)ccc1NC(=O)COC(=O)C12CC3CC(CC(C3)C1)C2	-14	-6
Cc1nc2sc(C(c3ccc(F)cc3)N3CCOCC3)c(O)n2n1 (stereo unspecified)	-23	3
COc1ccc(C(=O)OCc2cc3cccc(C)c3[nH]c2=O)cc1	4	-7
CCOC(=O)c1cnc(SC)nc1Sc1ccccc1Cl	.	6

Structural class, the entries above containing a cyano group
SMILES	HIV RNase H inh	RmlCD inh mix
N#CC1=C(N)C(C#N)(C#N)C(c2ccc[nH]2)C2CCCC=C12 (stereo unspecified)	6	11
Cc1ccc(-n2nnnc2SCC(=O)Nc2sc(C)c(C)c2C#N)cc1C	.	7

(listing goes on)
SMILES	HIV RNase H inh	RmlCD inh mix
CC(C)NC(=O)c1ccccc1NC(=O)CS(=O)(=O)Cc1ccccc1	.	-8
O=C(NCC(c1cccs1)N1CCOCC1)c1ccc(Br)o1 (stereo unspecified)	.	6
Clc1cccc(NCc2nnc(SCc3ccccc3)o2)c1	-17	-6
CCCCOC(=O)c1ccc(OC(=O)c2cccnc2)cc1	-9	-4
CCCCCn1c(CNC(=O)CC)nc2ccccc21	-13	-6
COc1cc2c(cc1OC)CN(C(=O)COc1ccc(C)c(C)c1)CC2	-6	-29
CCOC(=O)c1c(-c2ccccc2)nnn1-c1nc(OC)nc(N2CCOCC2)n1	.	7
CC(=O)Oc1oc(-c2ccccc2)nc1/C=N/c1ccccn1	41	15
O=C(NC1=NCCS1)c1csc2ccccc12	5	-6
Cc1nc2sc(C(c3cccs3)N3CCN(Cc4ccccc4)CC3)c(O)n2n1 (stereo unspecified)	35	9
N/C(=N\O)C1COc2ccccc2O1 (stereo unspecified)	-10	25
Cc1c(C2Nc3ccccc3C(=O)N2O)cnn1C (stereo unspecified)	.	-14
O=C(COc1ccccc1Cl)Nn1cnnc1	-1	5
CCCCNC(=O)CN(C1CCCCC1)S(C)(=O)=O	4	-4
Cc1cc(NC(=O)c2cc(C3CC3)on2)n(-c2ccccc2)n1	-2	14
CN(C(=O)c1cccs1)c1ccccc1C(=O)O	-7	7
O=C(Nc1ccc(-c2nc3ccccc3o2)cc1)c1cc(-n2cnnc2)ccc1Cl	.	-3
COC(=O)c1cccc(NC(=O)C2COc3ccccc3O2)c1C (stereo unspecified)	-8	-12
COc1ccc(C2/C(=C(/O)c3ccc(C)cc3)C(=O)C(=O)N2C)cc1 (stereo unspecified)	0	7
CC1(C(=O)NCCN2CCOCC2)C=CC2(CCCCC2)N1C(=O)c1ccccc1 (stereo unspecified)	.	3
O=C(CSc1ccc2nnc(-c3cccnc3)n2n1)N1CCOCC1	-7	10
COc1cccc(NC(=O)C23CCC(C)(C(=O)O2)C3(C)C)c1 (stereo unspecified)	.	97
Cc1cccc(C)c1NC(=O)CC1SC2=NCCN2C1=O (stereo unspecified)	.	-10
CCC(=O)N1CCC2(CC1)Oc1ccc(F)cc1C(=O)C21CC(c2cccnc2)=NO1 (stereo unspecified)	.	-11
CCOc1ccc(-n2nc(C(=O)N3CCN(CC)CC3)c3ccccc3c2=O)cc1	.	8
COc1cc2c(cc1O)[C@@H]1Cc3cc(O)c(OC)cc3[C@H](C2)N1C	.	9
Nc1ccc2oc(-c3cccc4ccccc34)nc2c1	-19	-1
COc1cccc2[nH]c3c(N4CCN(Cc5ccc6c(c5)OCO6)CC4)ncnc3c12	-4	.
O=C(NCc1nnc(SCC(=O)N2CCCC2)o1)c1ccccc1F	-2	-15
CCCc1cc(C(=O)NCc2ccc(OC)cc2)no1	-17	0
Cc1ccc(-n2c(=O)c(C#N)cc3c(=O)n4cccc(C)c4nc32)cc1	.	i
Cn1c(=O)c2c(-c3ccc(C(C)(C)C)cc3)n(N3CCOCC3)cc2n(C)c1=O	7	4
O=C(Nc1ccc(N2C(=O)C3C4C=CC(C4)C3C2=O)cc1)Nc1nncs1 (stereo unspecified)	7	-2
O=C(NCCc1ccccc1)C1CCCN(S(=O)(=O)c2cccs2)C1 (stereo unspecified)	-7	7
CCc1ccccc1N1CC(C(=O)O)CC1=O (stereo unspecified)	-6	8
CC1=C(C(=O)Nc2ccccn2)C(c2cccnc2)n2nnnc2N1 (stereo unspecified)	27	-3
Cc1cc(C)c2c(n1)nn1c(N3CCN(c4cccc(Cl)c4)CC3)cc(C)nc21	30	.
O=c1cc(-c2ccc(Cl)c(Cl)c2)[nH][nH]1	-1	12
CC1(C)CC(=O)C2=C(C1)OC(N)=C(C#N)C2C1C=CCCC1 (stereo unspecified)	1	-11
O=C(NCc1ccco1)c1cccc2c1C(=O)N(C1CCCCC1)C2	-11	-6

Of the compounds above, 10 contain a Cl atom.
SMILES	HIV RNase H inh	RmlCD inh mix
Cc1nn(Cc2c(F)c(F)c(F)c(F)c2F)c(C)c1NC(=O)c1cccc(COc2ccccc2Cl)c1	.	-2
O=C(c1ccco1)N1CCN(c2ccc(Cl)cc2)CC1	-5	11
Cc1c(Cl)cccc1NC(=O)CCN1CCCC(C)C1 (stereo unspecified)	8	-15
CN1C(=O)C(=Cc2ccccc2Oc2ccc(Cl)c(F)c2)C(=O)N(C)C1=O	.	4
CCOC(=O)c1cnc(SC)nc1Sc1ccccc1Cl	.	6
Clc1cccc(NCc2nnc(SCc3ccccc3)o2)c1	-17	-6
O=C(COc1ccccc1Cl)Nn1cnnc1	-1	5
O=C(Nc1ccc(-c2nc3ccccc3o2)cc1)c1cc(-n2cnnc2)ccc1Cl	.	-3
Cc1cc(C)c2c(n1)nn1c(N3CCN(c4cccc(Cl)c4)CC3)cc(C)nc21	30	.
O=c1cc(-c2ccc(Cl)c(Cl)c2)[nH][nH]1	-1	12

(listing goes on)
SMILES	HIV RNase H inh	RmlCD inh mix
CCC1CC2(C)NC(=O)c3c(sc4c3CC(C)(C)OC4)N2C1=O (stereo unspecified)	79*	.
COc1ccc(CN2C(=O)c3cccnc3C2Nc2cc(Cl)c(OC)cc2OC)cc1 (stereo unspecified)	17	-9
CCOC(=O)c1ccc(Cl)c(NC(=O)c2ccc(-c3ccccc3)cc2)c1	.	-12
O=S1(=O)CCOC[C@H](Cc2ccccc2)N1Cc1cccc(C(F)(F)F)c1	.	10
CCCCn1c(N)nc2ccccc21	.	-5
O=C1C2CC=CCC2C(=O)N1c1ncn[nH]1 (stereo unspecified)	.	-9
OC(COc1ccccc1)CN1CCN(c2ncccn2)CC1 (stereo unspecified)	.	21
O=C(NCc1ccccc1)c1cc2nc(C3CC3)cc(C(F)(F)F)n2n1	.	-10
CCN1CCCC1CN(Cc1cc2cc(C)cc(C)c2[nH]c1=O)C(=O)Nc1ccccc1OC (stereo unspecified)	8	-7
CCCc1nnc(SCC(=O)N2CCCCC2C)n1CC (stereo unspecified)	.	12
CCCN(CCC(=O)Nc1ccccc1F)CC1CC1	8	-6
O=C(CN1CCN(Cc2ccc(F)cc2Cl)C1=O)NCCc1ccccc1	.	2
C/C(=N/NC(=O)c1ccccn1)c1ccco1	.	10
C=CCn1c(SCn2nnc3ccccc3c2=O)nnc1C1CCCCC1	-3	0
Cc1ccc(N(C(=O)c2ccc(S(=O)(=O)N3CCOCC3)cc2)C2C=CS(=O)(=O)C2)cc1 (stereo unspecified)	-9	-16
Nc1ccc(Br)c2c1C(=O)c1ccccc1C2=O	.	8
COC(=O)c1ccc2c(=O)n3c(nc2c1)SCC(c1ccccc1)=N3	10	-16
Cn1nc(-c2ccccc2F)c2cc(C(=O)N3CCN(C(=O)c4ccco4)CC3)sc21	-22	-7
CC1(C)NC(=O)N(CCCCOc2ccc3c(c2)CCC3)C1=O	-7	-6
Cc1occc1-c1nnc(SCC(=O)NCc2ccco2)n1CC(C)C	5	-8
CC(C)(c1ccccc1)c1ccc(OCCn2cnc3ccccc3c2=O)cc1	.	-6
CC(=O)Nc1cc2c(cc1C(=O)c1ccc(C)cc1)OCCO2	-13	-15
O=C(O)COc1cccc2nsnc12	-3	-25
CCCCn1cnc2sc(-c3ccccc3)cc2c1=O	.	-14
COc1cc(O)oc1C=Nc1ccc(Cl)cc1Cl	.	-4
N#CCCNCC1(c2ccccc2)CCCC1	-3	-2
Cc1ccc(C2/C(=C(\O)c3c(C)nc4ccccn34)C(=O)C(=O)N2CCCN(C)C)o1 (stereo unspecified)	-1	.
O=C(NCc1ccncc1)Nc1ccc(Cl)cc1Cl	.	4
COc1ccc(-n2nnnc2SCC(=O)N2C(C)CCCC2C)c(OC)c1 (stereo unspecified)	5	-1
O=C(NC1CCCCC1)C(c1ccco1)N(Cc1ccco1)C(=O)c1ccco1 (stereo unspecified)	-3	-12

2 successive entries out of the list so far:
SMILES	HIV RNase H inh	RmlCD inh mix
COc1ccc(-n2nnnc2SCC(=O)N2C(C)CCCC2C)c(OC)c1 (stereo unspecified)	5	-1
O=C(NC1CCCCC1)C(c1ccco1)N(Cc1ccco1)C(=O)c1ccco1 (stereo unspecified)	-3	-12

Carrying on:
SMILES	HIV RNase H inh	RmlCD inh mix
O=[N+]([O-])c1cc(-c2cnc3ccccc3n2)ccc1Oc1ccc(Br)cc1	.	10
Cc1ccccc1NC(=O)CC(O)(C(F)(F)F)C(F)(F)F	.	-11
Nc1cc(-c2ccccc2)nn1S(=O)(=O)c1ccc(Br)cc1	.	-9
COCCn1ccc(O)c(Cc2ccccc2)c1=O	.	5
Cc1c(C(=O)NCC2COc3ccccc3O2)oc2ccc(S(=O)(=O)N(C)C3CCCCC3)cc12 (stereo unspecified)	.	11

From PubChem BioAssay

Not all compounds are listed; the hit share may differ from the screen's.
